Screens deposited in PubChem BioAssay by several laboratories.
H9c2 protect – myocardial damage modulation in H9c2 cells. 360,000 tested, 0.63% active. H9c2 cardiomyocytes, H2O2 injury protection, ATPLite, 2 h. protection from H2O2 cell death, % at 20 µM. AID 588492;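 active = compounds giving at least 50% protection of heart cells from peroxide-induced death in the single-dose screen, raw or plate-pattern-corrected value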;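 also: 0% = DMSO wells with peroxide and 100% = DMSO wells without peroxide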
HTR2A ag – mouse HTR2A agonism via beta-arrestin recruitment. P35363. CHO-K1 mHTR2A beta-arrestin complementation, luminescence; percent of 30 µM serotonin response. activation, % at 7.6 µM. 360,000 tested, 0.66% active;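 active = activation above a run cutoff, the mean activation of all tested compounds plus 3 SD, cut at about 14% in these data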;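 also: 0% = plate median of compound wells and 100% = 30 µM serotonin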
Target sequence (P35363 whole entry, looked up): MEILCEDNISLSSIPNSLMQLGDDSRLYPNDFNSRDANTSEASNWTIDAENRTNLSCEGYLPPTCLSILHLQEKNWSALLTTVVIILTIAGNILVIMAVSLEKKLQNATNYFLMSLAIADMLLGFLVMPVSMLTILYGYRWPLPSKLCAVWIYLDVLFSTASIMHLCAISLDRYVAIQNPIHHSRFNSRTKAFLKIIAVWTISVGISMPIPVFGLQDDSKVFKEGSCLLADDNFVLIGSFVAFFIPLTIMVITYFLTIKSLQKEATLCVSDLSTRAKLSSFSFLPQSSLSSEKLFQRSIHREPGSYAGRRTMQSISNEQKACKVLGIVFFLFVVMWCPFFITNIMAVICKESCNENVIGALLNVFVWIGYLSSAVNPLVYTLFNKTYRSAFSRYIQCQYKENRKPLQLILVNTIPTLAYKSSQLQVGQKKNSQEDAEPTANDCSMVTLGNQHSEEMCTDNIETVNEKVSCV
CaV13 FRET inh – Primary screen for inhibitors of IQ motif and Ca2+-dependent inactivation inhibitor domain binding in CACNA1D, Förster resonance energy transfer in living cells, …. HEK cells, CFP/YFP FRET ICDI-IQ, plate reader, 10 min; percent FRET-ratio fall versus neutral wells. inhibition, % at 12.3 µM. 340,000 tested, 0.098% active. AID 743397;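 active = mean replicate inhibition of at least 30% and at least 1% of replicates passing that level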;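 also: 0% = median of the neutral control wells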
Glyco luc inh – N-linked glycosylation inhibition | D54 ERlucT glycosylation luciferase reporter, 24 h; percent of 100 nM tunicamycin response | 360,000 tested, 0.23% active | reporter increase, % at 12.5 µM;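 active = mean luciferase reporter signal, scaled so untreated is 0 and the glycosylation-blocking control 100, at or above a set limit in every replicate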;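 also: luciferase carries N-glycosylation sites so blocking glycosylation raises the light; 0% = median of neutral control wells and 100% = median of 100 nM tunicamycin wells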
aDG glyco act – alpha-DG glycosylation activation; Pro5-aDG cells, alpha-DG glycosylation AlphaScreen (IIH6); 0% Pro5, 100% B10-LARGE cell signal; activation, % at 10 µM; 360,000 tested, 0.22% active; AID 624168;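 active = activation of at least 8% versus controls, or a plate z-score of at least 8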;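 also: Pro5 are CHO cells carrying HIG-tagged alpha-DG that lacks glycosylation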
PDI turbidity – PDI (human) enzyme inhibition. PDI insulin aggregation turbidity, A650, 90 min. 350,000 tested, 0.052% active. P07237. inhibition, % at 10 µM;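 active = mean inhibition across replicates of 30% or more, whatever share of single replicates reach that level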;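 also: absorbance from insulin aggregation driven by PDI reduction with DTT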
ABCB6 inh 2 – human ABCB6 transporter inhibition. fluorescence ratio to DMSO, % at 10 µM. 360,000 tested, 0.19% active. Q9NP58. K562-ABCB6 porphyrin accumulation, flow cytometry, 1 h; stronger effect = lower value;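 active = fluorescence ratio to DMSO below 75%, the collection mean minus 3 SD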;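 also: signal is porphyrin accumulated inside mitochondria; 100% equals median channel fluorescence of DMSO control wells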
MC4R ag barr – human MC4R agonism via beta-arrestin; AID 540308; U2OS MC4R beta-arrestin complementation, luminescence; percent of melanotan II response, DMSO zero; activation, % at 8.9 µM; P32245; 360,000 tested, 0.98% active;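 active = activation above a per-plate cutoff, the mean activation of sample wells on that plate plus 3 SD, cut at about 8% in these data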
Target sequence (P32245 whole entry, looked up): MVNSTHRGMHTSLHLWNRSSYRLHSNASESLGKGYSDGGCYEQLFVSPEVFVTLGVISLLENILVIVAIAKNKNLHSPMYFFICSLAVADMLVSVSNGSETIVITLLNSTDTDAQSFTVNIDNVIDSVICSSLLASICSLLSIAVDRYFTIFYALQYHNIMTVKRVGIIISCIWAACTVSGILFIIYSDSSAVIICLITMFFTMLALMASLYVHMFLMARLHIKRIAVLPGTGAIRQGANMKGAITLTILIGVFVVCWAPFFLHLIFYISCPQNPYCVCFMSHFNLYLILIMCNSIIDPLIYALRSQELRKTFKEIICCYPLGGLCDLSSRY
Vif inh – HIV Vif inhibition; HEK293T cells, Vif self-association by quenched fluorescence, imaging, 24 h; 340,000 tested, 0.35% active; inhibition, % at 7.49 µM; in the data active = inhibition above about 50%, passing the limit was not always enough; also: some results filed as inactive read as strong as hits
MC4R antag cAMP – blocks human MC4R cAMP signaling. P32245. MC4R-expressing cells, MTII-stimulated cAMP, LANCE TR-FRET. inhibition, % at 6.5 µM. 360,000 tested, 0.48% active. AID 540295;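 active = inhibition above its plate's cutoff, the mean of tested wells on that plate plus 3 SD, cut at about 29% in these data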;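 also: 0% = Melanotan II alone and 100% = Melanotan II plus saturating MCL0020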
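Assay system: U2OS-MC4R stable cell line; Also added: Melanotan II; Technique: Eu-cAMP/anti-cAMP TR-FRET, emission 671 nm; Times: 30-min compound, 1-h challenge, 1-h detection, room temperature.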
An asterisk follows results filed as active.

Results for CCc1ccc(C(=O)CSc2nc3cc(S(=O)(=O)N4CCOCC4)ccc3n2CC)cc1 ?
H9c2 protect: -2; HTR2A ag: -3; CaV13 FRET inh: -4; Glyco luc inh: -1; aDG glyco act: -0.3; PDI turbidity: -10; ABCB6 inh 2: 94; MC4R ag barr: -2.2; Vif inh: -2; MC4R antag cAMP: 4

What do the screens show for `CCOC(=O)C1=C(N)n2c(s/c(=C\c3ccncc3)c2=O)=C(C(=O)OCC)C1c1ccncc1` (configuration not stated)?
H9c2 protect: 32; HTR2A ag: 4; CaV13 FRET inh: -4; Glyco luc inh: 3; aDG glyco act: -0.5; PDI turbidity: 4; ABCB6 inh 2: 89; MC4R ag barr: -1.8; Vif inh: 3; MC4R antag cAMP: -1

How did O=c1c(-c2ccc(O)cc2)coc2cc(OC3OC(CO)C(O)C(O)C3O)cc(O)c12 (configuration not stated) do in these assays?
H9c2 protect: -5; HTR2A ag: 0; CaV13 FRET inh: -6; Glyco luc inh: 4; aDG glyco act: -0.1; PDI turbidity: 8; ABCB6 inh 2: 99; MC4R ag barr: -0.7; Vif inh: -4; MC4R antag cAMP: 3

What do the screens show for `CCCCNC(=O)c1c(CSc2ccccc2)noc1C(=O)NCc1ccccc1`?
H9c2 protect: 0; HTR2A ag: 6; CaV13 FRET inh: -5; Glyco luc inh: -1; aDG glyco act: 0.3; PDI turbidity: 0; ABCB6 inh 2: 98; MC4R ag barr: -0.9; Vif inh: 3; MC4R antag cAMP: 6

Results for CCc1nc2nc(C)c(NS(=O)(=O)c3ccc(Cl)s3)c(=O)n2[nH]1 ?
H9c2 protect: 1; HTR2A ag: 2; CaV13 FRET inh: -6; Glyco luc inh: -2; aDG glyco act: 0.0; PDI turbidity: -6; ABCB6 inh 2: 100; MC4R ag barr: -1.1; Vif inh: 31; MC4R antag cAMP: 1

How did CCN(CC(=O)Nc1ccc(NC(C)=O)cc1)C(=O)c1cccnc1Sc1ccc(C)c(C)c1 do in these assays?
H9c2 protect: 2; HTR2A ag: -6; CaV13 FRET inh: -3; Glyco luc inh: -3; aDG glyco act: -0.1; PDI turbidity: -1; ABCB6 inh 2: 97; MC4R ag barr: -4.0; Vif inh: 6; MC4R antag cAMP: 4

How did CC1CCCCN1C(C(=O)O)c1ccccc1 (configuration not stated) do in these assays?
H9c2 protect: 3; HTR2A ag: 4; CaV13 FRET inh: -2; Glyco luc inh: 0; aDG glyco act: -0.1; PDI turbidity: 7; ABCB6 inh 2: 100; MC4R ag barr: -2.7; Vif inh: -12; MC4R antag cAMP: -6

What do the screens show for `CCCOc1ccc(NC(=O)C2CCCNC2=O)cc1` (configuration not stated)?
H9c2 protect: -1; HTR2A ag: 2; CaV13 FRET inh: -4; Glyco luc inh: 0; aDG glyco act: 0.0; PDI turbidity: -3; ABCB6 inh 2: 103; MC4R ag barr: -0.7; Vif inh: 2; MC4R antag cAMP: -3

What do the screens show for `O=S(=O)(NCCOC12CC3CC(CC(C3)C1)C2)c1cccc2nsnc12`?
H9c2 protect: -16; HTR2A ag: -4; CaV13 FRET inh: -4; Glyco luc inh: -1; aDG glyco act: 0.3; PDI turbidity: 28; ABCB6 inh 2: 97; MC4R ag barr: -0.3; Vif inh: -9; MC4R antag cAMP: -3

How did CCc1nc2ccc(C(=O)Nc3cccc(C(C)=O)c3)cc2nc1CC do in these assays?
H9c2 protect: 13; HTR2A ag: -8; CaV13 FRET inh: -4; Glyco luc inh: 2; aDG glyco act: -0.1; PDI turbidity: 0; ABCB6 inh 2: 96; MC4R ag barr: -1.7; Vif inh: -9; MC4R antag cAMP: 4

How did Cc1cccc(NC(=O)CN2C(=O)c3ccccc3S2(=O)=O)n1 do in these assays?
H9c2 protect: 6; HTR2A ag: 0; CaV13 FRET inh: -7; Glyco luc inh: 0; aDG glyco act: -0.2; PDI turbidity: 0; ABCB6 inh 2: 97; MC4R ag barr: -3.0; Vif inh: 8; MC4R antag cAMP: 6

How did CN1CCN(C(=O)c2ccc(CNS(=O)(=O)c3cccc(Cl)c3)cc2)CC1 do in these assays?
H9c2 protect: 0; HTR2A ag: 1; Glyco luc inh: 1; aDG glyco act: -0.1; PDI turbidity: 4; ABCB6 inh 2: 98; MC4R ag barr: -0.8; Vif inh: 22; MC4R antag cAMP: 0

Molecules from the list above that contain a Cl atom:
Results for CCc1nc2nc(C)c(NS(=O)(=O)c3ccc(Cl)s3)c(=O)n2[nH]1 ?
H9c2 protect: 1; HTR2A ag: 2; CaV13 FRET inh: -6; Glyco luc inh: -2; aDG glyco act: 0.0; PDI turbidity: -6; ABCB6 inh 2: 100; MC4R ag barr: -1.1; Vif inh: 31; MC4R antag cAMP: 1

How did CN1CCN(C(=O)c2ccc(CNS(=O)(=O)c3cccc(Cl)c3)cc2)CC1 do in these assays?
H9c2 protect: 0; HTR2A ag: 1; Glyco luc inh: 1; aDG glyco act: -0.1; PDI turbidity: 4; ABCB6 inh 2: 98; MC4R ag barr: -0.8; Vif inh: 22; MC4R antag cAMP: 0

Carrying on:
What do the screens show for `O=C(COc1ncnc2ccccc12)Nc1cc([N+](=O)[O-])ccc1F`?
H9c2 protect: 0; HTR2A ag: -1; CaV13 FRET inh: 2; Glyco luc inh: -3; aDG glyco act: 0.1; PDI turbidity: 3; ABCB6 inh 2: 91; MC4R ag barr: -0.6; Vif inh: -13; MC4R antag cAMP: -2

Results for NC(=O)C1CCN(c2ncccc2[N+](=O)[O-])CC1 ?
H9c2 protect: 5; HTR2A ag: 2; CaV13 FRET inh: -7; Glyco luc inh: 2; aDG glyco act: 0.0; PDI turbidity: 9; ABCB6 inh 2: 95; MC4R ag barr: -1.5; Vif inh: -5; MC4R antag cAMP: -6

How did Cc1ccc(S(=O)(=O)Cc2ccc(C(=O)N3CCN(c4cccc(C)c4C)CC3)o2)cc1 do in these assays?
H9c2 protect: -8; HTR2A ag: -5; CaV13 FRET inh: -5; Glyco luc inh: 21; aDG glyco act: -0.2; ABCB6 inh 2: 95; MC4R ag barr: -0.5; Vif inh: 0; MC4R antag cAMP: -27

Results for CCNC(=O)COc1ccc(C=O)cc1OC ?
H9c2 protect: 0; HTR2A ag: -3; CaV13 FRET inh: -6; Glyco luc inh: 4; aDG glyco act: 2.7; PDI turbidity: -2; ABCB6 inh 2: 99; MC4R ag barr: -1.5; Vif inh: 2; MC4R antag cAMP: 5

How did CC(C)c1ccccc1NC(=O)c1ccc2ncsc2c1 do in these assays?
H9c2 protect: 4; HTR2A ag: 3; CaV13 FRET inh: -4; Glyco luc inh: -1; aDG glyco act: 0.1; PDI turbidity: -51; ABCB6 inh 2: 98; MC4R ag barr: -0.4; Vif inh: -9; MC4R antag cAMP: 4

Results for CC(C)(C)C1CCc2onc(C(=O)Nc3cnn(Cc4ccc(F)cc4)c3)c2C1 (configuration not stated) ?
H9c2 protect: -10; HTR2A ag: 3; CaV13 FRET inh: -8; Glyco luc inh: 0; aDG glyco act: 0.5; PDI turbidity: 6; ABCB6 inh 2: 96; MC4R ag barr: 7.5; Vif inh: 6; MC4R antag cAMP: 0

Results for COc1cc(C(=O)OC(C)C(=O)N2CCc3ccccc3C2)ccc1OCC(=O)N1CCOCC1 (configuration not stated) ?
H9c2 protect: 12; HTR2A ag: -4; CaV13 FRET inh: -2; Glyco luc inh: 0; aDG glyco act: -0.2; PDI turbidity: -3; ABCB6 inh 2: 97; MC4R ag barr: 0.4; Vif inh: 36; MC4R antag cAMP: 7

Results for CSc1ccccc1NC(=O)C1(C)CCN1C(=O)CCC1CCCC1 (configuration not stated) ?
H9c2 protect: 2; HTR2A ag: -4; CaV13 FRET inh: -11; Glyco luc inh: -1; aDG glyco act: -0.2; PDI turbidity: -3; ABCB6 inh 2: 104; MC4R ag barr: -2.0; Vif inh: -1; MC4R antag cAMP: 2

What do the screens show for `COc1ccc(OC)c(NC(=O)COC(=O)/C=C/c2ccc(Cl)cc2)c1`?
H9c2 protect: -9; HTR2A ag: -5; CaV13 FRET inh: -2; Glyco luc inh: 0; aDG glyco act: -0.3; PDI turbidity: -3; ABCB6 inh 2: 96; MC4R ag barr: 1.2; Vif inh: -6; MC4R antag cAMP: 8

How did CCc1ccccc1NC(=O)/C(C#N)=C/c1ccc(Sc2ccccc2)o1 do in these assays?
H9c2 protect: -13; HTR2A ag: -1; CaV13 FRET inh: -5; Glyco luc inh: -3; aDG glyco act: -0.5; PDI turbidity: -11; ABCB6 inh 2: 102; MC4R ag barr: -3.8; Vif inh: 0; MC4R antag cAMP: 1

How did C/C(=N/Nc1ccccc1[N+](=O)[O-])c1ccc([N+](=O)[O-])cc1 do in these assays?
H9c2 protect: -2; HTR2A ag: -1; CaV13 FRET inh: -5; Glyco luc inh: -2; aDG glyco act: 0.0; PDI turbidity: -2; ABCB6 inh 2: 119; MC4R ag barr: -1.2; Vif inh: -7; MC4R antag cAMP: -3

Results for NC(=O)C1=C[C@@H](c2ccc(Br)cc2)C[C@@H](OCCCCO)O1 ?
H9c2 protect: 0; HTR2A ag: 3; CaV13 FRET inh: -4; Glyco luc inh: 2; aDG glyco act: 0.4; PDI turbidity: -3; ABCB6 inh 2: 101; MC4R ag barr: 1.4; MC4R antag cAMP: 7

How did O=C1CN(Cc2ccccc2)C(=NCc2ccco2)S1 do in these assays?
H9c2 protect: -8; HTR2A ag: -1; CaV13 FRET inh: -4; Glyco luc inh: -1; aDG glyco act: -0.2; PDI turbidity: 0; ABCB6 inh 2: 101; MC4R ag barr: -0.4; Vif inh: 18; MC4R antag cAMP: -8

How did O=C(COC(=O)c1cncc(Br)c1)NC12CC3CC(CC(C3)C1)C2 do in these assays?
H9c2 protect: -1; HTR2A ag: -3; CaV13 FRET inh: -4; Glyco luc inh: 0; aDG glyco act: -0.2; PDI turbidity: -2; ABCB6 inh 2: 104; MC4R ag barr: 0.8; Vif inh: 1; MC4R antag cAMP: 1

What do the screens show for `COc1ccccc1OCCNC(=O)CN(c1cccc(C)c1)S(=O)(=O)c1ccccc1`?
H9c2 protect: 8; HTR2A ag: -3; CaV13 FRET inh: -4; Glyco luc inh: -1; aDG glyco act: 0.0; PDI turbidity: -2; ABCB6 inh 2: 97; MC4R ag barr: -1.8; MC4R antag cAMP: 12

How did O=[N+]([O-])c1cnc2nc(-c3ccncc3)nn2c1O do in these assays?
H9c2 protect: -3; HTR2A ag: 2; CaV13 FRET inh: -18; Glyco luc inh: -6; aDG glyco act: 0.0; PDI turbidity: 2; ABCB6 inh 2: 102; MC4R ag barr: -1.1; Vif inh: 18; MC4R antag cAMP: 5

What do the screens show for `CCOC(=O)C1=C(C)C(c2ccc(OC)cc2)NC(=S)N1` (configuration not stated)?
H9c2 protect: 0; HTR2A ag: 3; CaV13 FRET inh: -4; Glyco luc inh: 1; aDG glyco act: -0.2; PDI turbidity: -3; ABCB6 inh 2: 94; MC4R ag barr: -2.4; Vif inh: -8; MC4R antag cAMP: 2

Results for N#Cc1c(NC(=O)CSc2ncc(-c3ccccc3)n2CC2CCCO2)sc2c1CCCC2 (configuration not stated) ?
H9c2 protect: -10; HTR2A ag: -2; CaV13 FRET inh: -4; Glyco luc inh: -14; aDG glyco act: 0.0; PDI turbidity: 0; ABCB6 inh 2: 95; MC4R ag barr: -0.5; Vif inh: -18; MC4R antag cAMP: 0
